Screening data: PubChem, several laboratories
Rev-erbA mod: Rev-erb alpha (human) modulation | P20393 | Rev-erbα–FITC-DNA binding, fluorescence polarization, 90 min | activity, % at 10 µM | hit rate 0.79% among 370,000;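 active = activity above about 14%, limit read from the data; passing the limit was not always enough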;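 note: 0% = DMSO wells with 35 nM protein and 100% = DMSO wells with 750 nM protein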
ARFGAP1 inh: rat ARFGAP1 inhibition. hit rate 0.26% among 360,000. inhibition, % at 16.5 µM. AID 651572. Q62848. Arfgap1-stimulated ARF1 GTP hydrolysis, GDP FP detection;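 active = inhibition above a per-plate limit, mean inhibition of low control wells plus 3 SD, cut at about 25% in these data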;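 note: 0% = DMSO wells with enzyme and 100% = wells lacking Arfgap1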
Target sequence (Q62848 1-136 limits assumed): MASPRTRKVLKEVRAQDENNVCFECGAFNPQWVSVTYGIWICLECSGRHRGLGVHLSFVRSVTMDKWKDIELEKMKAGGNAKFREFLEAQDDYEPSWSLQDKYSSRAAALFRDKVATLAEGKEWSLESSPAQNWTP
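system = rat Arfgap1 catalytic domain, aa 1-136 | technique = FP, GDP Alexa 633 tracer displaced from anti-GDP antibody, 620/688 nm | compound = one concentration, 16.5 µM, DMSO 1.26% | medium = HEPES-based buffer, pH 7.5 | timing = compound-enzyme preincubation 20 min, reaction 120 min, detection 60 min, 25 °C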
HGIII-sPLA2 inh: Inhibits HGIII-sPLA2 liposome hydrolysis, primary screen; Q9NZ20; QFRET BODIPY PC-A2 liposome hydrolysis, fluorescence; inhibition, % at 12.2 µM; hit rate 0.56% among 370,000; AID 743126;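 active = inhibition above mean plus 3 SD of compounds lying within the high and low control bounds, cut at about 19% in these data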;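 note: 0% = median of test compound wells and 100% = no enzyme DMSO wells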
PLCb3 inh: inhibitors of human phospholipase C beta3. inhibition, % at 12.2 µM. Purified PLC-beta3, fluorogenic substrate, fluorescence. Q01970. hit rate 0.18% among 370,000; in the data active = inhibition above about 11%;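 note: 0% = median of compound wells on plate and 100% = full blocker control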
PLC-gamma1 inh: blocks human PLC-gamma1 enzyme activity | P19174 | hit rate 0.84% among 370,000 | inhibition, % at 12.2 µM | AID 720700 | purified PLC-gamma1, fluorogenic substrate, fluorescence; in the data active = inhibition above about 9.5%
KLK7 zymogen act: activates the human kallikrein-7 zymogen | purified proKLK7, EDANS-DABCYL substrate fluorescence; 100% is mature enzyme control, 0% vehicle | activation, % at 7 µM | hit rate 0.9% among 370,000 | AID 652039;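 active = activation above the mean of all tested compounds plus 3 SD, computed per campaign excluding outliers beyond control limits, cut at about 13% in these data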
Target sequence (P49862 whole entry, looked up): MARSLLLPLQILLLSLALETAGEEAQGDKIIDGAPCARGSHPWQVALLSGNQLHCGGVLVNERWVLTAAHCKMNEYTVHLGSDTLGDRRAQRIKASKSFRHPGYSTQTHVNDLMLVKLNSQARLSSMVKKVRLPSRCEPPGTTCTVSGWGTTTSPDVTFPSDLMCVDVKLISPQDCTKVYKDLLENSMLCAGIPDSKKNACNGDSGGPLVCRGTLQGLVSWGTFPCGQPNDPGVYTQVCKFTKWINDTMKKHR
UHRF1 MBD2 ctr: blocks human UHRF1 binding to methylated DNA; hit rate 0.75% among 370,000; inhibition, % at 4.4 µM; UHRF1 binding to methylated oligo, TR-FRET; Q96T88; in the data active = inhibition above about 21%;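 note: UHRF1 SRA domain binding a hemimethylated CpG hairpin DNA probe; 0% = median of test compound wells and 100% = reference inhibitor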
ASAP1 GAP inh: ASAP1 ArfGAP inhibition. Q9ULH1. ASAP1-stimulated ARF1 GTP hydrolysis, GDP FP detection. inhibition, % at 16.5 µM. hit rate 0.19% among 360,000. AID 624377; in the data active = inhibition above about 25%;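 note: 0% = vehicle with enzyme and substrate and 100% = no enzyme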
Target sequence (Q9ULH1 325-724 limits assumed): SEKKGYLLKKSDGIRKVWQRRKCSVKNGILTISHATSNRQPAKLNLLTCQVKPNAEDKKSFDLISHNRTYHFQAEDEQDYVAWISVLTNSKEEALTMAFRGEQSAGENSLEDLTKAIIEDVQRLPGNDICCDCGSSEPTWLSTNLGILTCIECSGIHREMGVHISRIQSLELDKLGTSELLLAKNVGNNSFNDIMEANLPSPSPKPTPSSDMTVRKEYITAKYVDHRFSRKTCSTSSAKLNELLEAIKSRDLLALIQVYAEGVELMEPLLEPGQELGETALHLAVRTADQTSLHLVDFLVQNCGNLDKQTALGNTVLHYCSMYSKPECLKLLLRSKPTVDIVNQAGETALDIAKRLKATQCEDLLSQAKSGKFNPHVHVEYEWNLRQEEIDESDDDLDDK
Tn6 DDE FP: DD(E)-Tn6 binding inhibition, primary FP screen | hit rate 0.21% among 370,000 | AID 720509 | inhibition, % at 8.3 µM | Fibrin DD(E) TRITC-Tn6 fluorescence polarization displacement;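 active = inhibition above a per-campaign cutoff: mean of compounds within control limits plus 3 SD, cut at about 15% in these data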;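 note: 0% = median of all compound wells on the plate and 100% = blocking peptide control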
DDE Tn7 FP inh: inhibitors of Tn7 peptide binding to human fibrin DD(E) | FP displacement of FITC-Tn7 peptide from fibrin DD(E); 0% = median of compound wells per plate | hit rate 0.13% among 370,000 | P02675 | inhibition, % at 8.3 µM;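 active = inhibition above the mean of compounds falling within the control limits plus 3 SD of them, cut at about 14% in these data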;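 note: 0% = plate median of compound wells and 100% = 10 µM Aha-Tn7 peptide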
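assay system = human clot-derived fibrin DD(E) complex | quantity = Fibrin-DD(E) at 2 µM final | timing = 10 min preincubation, 3 h with tracer, room temperature | signal = fluorescence polarization | measure = percent inhibition | benchmarks = high control wells with 10 µM unlabelled Aha-Tn7 peptide (full inhibition) | replicates = singlicate testing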
* marks the source's active call; other numbers are inactive results; i = inactive; & = joins results of further samples.

SMILES	Rev-erbA mod	ARFGAP1 inh	HGIII-sPLA2 inh	PLCb3 inh	PLC-gamma1 inh	KLK7 zymogen act	UHRF1 MBD2 ctr	ASAP1 GAP inh	Tn6 DDE FP	DDE Tn7 FP inh
S=c1[nH]nc([C@@H]2C[C@H]2c2ccccc2)n1-c1ccccc1Cl	-3	0	11	-7	1	0.4	0	14	-5	0
COc1ccc(/C=C/C(=O)Oc2cc(C)[nH]c(=O)c2[N+](=O)[O-])cc1OC	-2	-7	0	2	0	1.2	-4	2	1	3
O=C(O)c1cnc(-c2ccccc2)nc1Sc1ccc(Cl)cc1Cl	-1	-6	-12	0	-1	0.5	0	-6	0	1
C=CCOc1ccc(/C=C/C(=O)OCC(=O)N(C)C2CCS(=O)(=O)C2)cc1 (stereo not given)	-7	0	2	-6	2	-0.3	3	4	-2	-8
Cc1cc(C)cc(-c2nnc(SCC(=O)NCC3CCCO3)o2)c1 (stereo not given)	9	3	-4	-3	-8	0.0	0	0	-1	1
CCOC(=O)N1CCN(C(=O)c2ccccc2-c2ccccc2)CC1	4	12	9	2	4	-0.8	4	13	-19	0
COc1cc(/C=N/NC(=O)c2ccc(O)cc2)ccc1OCC(=O)Nc1cccc([N+](=O)[O-])c1	-30	71*	-7	-8	-1	0.8	-1	30*	-1	-7
CC(OC(=O)c1ccc(-c2ccc(O)cc2)cc1)C(=O)NC1CCCCC1C (stereo not given)	3	-10	-25	i	-323	6.2	4	-8	-3	9
COc1cccc(C2C(C#N)=C(C)NC3=C2C(=O)CC(C)(C)C3)c1 (stereo not given)	-2	-3	14	i	i	25*	2	6	-2	7
CC(CCc1ccccc1)NC(=O)CSc1nc(N)cc(N)n1 (stereo not given)	0	0	-1	0	2	0.5	0	2	-4	-1
CC(C)Cc1cc(C(=O)N2CCCC(CO)(Cc3ccc(F)cc3)C2)no1 (stereo not given)	-2	-13	-6	-12	-5	0.3	1	5	4	4
CCCCCC1CCC(c2nnc(SCC(C)=O)o2)CC1 (stereo not given)	13	1	-16	-3	9	0.1	4	6	3	3
Cc1csc(=Nc2ccc(S(=O)(=O)N3CCOCC3)cc2)n1Cc1ccco1	-1&7	17&-10	3&-18	-12&-11	-9&-8	-0.1&-0.2	0&0	5&-9	5&6	-7&5
CC1CCN(C(=S)NC(=O)c2cccc([N+](=O)[O-])c2)CC1	6	0	15	-7	-1	0.1	2	1	-8	-3
OC1(c2ccccc2)C/C(=N\n2cnnc2)C=C1c1ccccc1 (stereo not given)	1	6	-2	0	-1	-0.8	0	-4	1	-3
CCOc1ccc(NC(=O)C(C)Oc2ccccc2C(=O)Nc2cccc(Cl)c2Cl)cc1 (stereo not given)	3	-8	0	-2	3	-0.3	-1	-1	4	3
CSCC[C@H](NC(=O)OC(C)(C)C)C(=O)N1CCC(C(=O)NCC(=O)Nc2ccc(C)cc2)CC1	4	-7	0	-5	1	-0.3	0	2	-2	3
O=C(NC1CCCCCC1)c1cccc(COCC(F)(F)F)c1	-3	6	6	0	1	0.4	-1	-4	1	0
N=c1n(CC(=O)c2ccc([N+](=O)[O-])cc2)c2ccccc2n1Cc1ccccc1Cl	-1	-11	0	3	3	0.7	-4	5	4	-6
CC(=O)c1c(C)[nH]c(C(=O)NCCc2ccc(Cl)cc2)c1C	4	11	-4	-2	2	0.4	2	-9	-5	-4
COC(=O)c1cccc(NC(=O)c2ccc3c(c2)C(=O)N(Cc2cccnc2)C3=O)c1	0	16	0	-3	7	0.2	3	12	2	-6
CN1CCc2c(sc(NC(=O)c3cc(Cl)sc3Cl)c2C(N)=O)C1	3	15	-13	-81	-64	0.9	-2	-2	-5	-14
c1ccc2c(c1)Cn1nc(Cc3nc4c(s3)CCCC4)nc1-2	2	10	-5	-14	-10	0.7	-4	-8	2	3
O=C(Cc1ccc(F)cc1)Nc1cccc(-c2ccc3nncn3n2)c1	-1	9	0	-12	-3	0.0	-1	6	7	6
COc1ccc(C(=O)CSc2nnc(-c3ccco3)c(-c3ccco3)n2)cc1	-12	11	2	-11	-11	-0.7	3	-7	-3	-4
C[C@@H]1COC(=O)[C@@H](Cc2ccc(F)cc2)C/C=C\C[C@@H](CC(=O)N(CCO)Cc2ccccc2)C(=O)N1	-6	8	-6	3	4	0.2	-3	8	-6	-10
CN1CCN(c2ccc(CNC(=O)C3Cc4c(-c5ccccc5)ccnc4O3)cc2)CC1 (stereo not given)	-2	2	-10	2	2	-0.2	0	6	1	-10
O=C(NCc1ccccc1)c1ccc(-c2cn[nH]c2)c2ccoc12	3	-4	-22	-3	-1	-0.1	-4	3	-8	-3
O=C(CCN1C(=O)C2CCCCC2C1=O)Nc1nc(-c2ccc(F)c(F)c2)cs1 (stereo not given)	0	-4	-16	3	1	0.4	-2	-2	-1	-2
Cc1sc2ncnc(NCCCN3CCCC3=O)c2c1C	6	9	0	0	0	-0.1	6	1	-5	-10
CCC(C)NC(=O)C1CCN(S(=O)(=O)N2CCOCC2)CC1 (stereo not given)	-2	6	7	-4	0	-0.8	2	0	-5	4
O=C(NCC(c1cccnc1)N1CCN(c2ccc(F)cc2)CC1)c1ccco1 (stereo not given)	-2	5	7	7	1	0.1	-1	1	3	5
O=C(O)c1cccc(NC(=S)N/N=C/c2cccc(O)c2)c1	0	10	-3	-4	-3	-0.5	3	14	-5	-1
N#Cc1c(N)nc2c(c1-c1ccc(F)cc1)CCC2	2	8	2	-125	-85	-8.3	2	-3	-6	-1
COC(=O)C(NNc1ccc(F)cc1)(NC(=O)c1ccccc1)C(F)(F)F (stereo not given)	-4	8	-3	-3	-2	-0.6	-1	-4	-1	6
O=C(COC(=O)c1ccc([N+](=O)[O-])s1)Nc1ncc(C(F)(F)F)cc1Cl	-2	-4	-11	-15	-14	0.3	-4	-3	4	-8
O=S(=O)(Nc1ccc(Br)cn1)c1cccs1	4	-5	-3	0	-3	0.3	1	2	5	4
COc1ccc(CCNC(=O)C2CCC(=O)N2Cc2ccccc2Cl)cc1OC (stereo not given)	11	1	12	-12	5	0.0	2	9	-8	4
Cn1nc(-c2ccc(N3CCOCC3)c(NS(=O)(=O)c3ccc(Cl)cc3)c2)c2ccccc2c1=O	-1	2	-7	-3	-2	-0.1	-2	-1	2	-5
COc1ccc(NC(C)=O)cc1CNC(=O)COc1ccccc1C(=O)Nc1cccc(C)c1C	8	-5	-2	-5	1	-0.2	-2	10	7	0
Cc1ccc(S(=O)(=O)N2CCC(=O)N(CCOC(=O)Nc3ccc(F)cc3)CC2)cc1	-3	1	-8	0	2	0.4	0	-23	3	-1
COc1ccc(-c2cc(C)no2)cc1S(=O)(=O)N1CCN(C(=O)c2ccco2)CC1	-4	1	0	-4	3	0.3	-1	17	0	-5
O=S(=O)(Nc1ccccc1Cl)c1ccc(NS(=O)(=O)c2cccs2)cc1	0	6	-37	-9	0	-0.3	1	-2	-4	-2
Cn1nnnc1SCC(=O)Nc1ncc(C(F)(F)F)cc1Cl	-4	6	-10	3	-3	0.1	3	-5	-3	-7
Cc1nn(-c2ccccc2)c(Cl)c1/C=N/NC(=O)c1ccccc1F	-4	-13	4	-8	-4	0.5	0	-5	-2	2
CC/C(=C/c1sc2ccc(C)cc2[n+]1CCCS(=O)(=O)[O-])SC	6	6	4	1	1	0.2	2	-4	6	1
Cc1cccc(NC(=O)Nc2nnc(N3CCCCC3C)s2)c1C (stereo not given)	5	7	2	5	5	-0.1	0	-9	8	-5
Cc1ccc(-n2cc(C(=O)c3ccccc3O)cn2)cc1	0	-7	-5	-26	-20	-1.2	0	4	-6	-4
Cc1nc([N+](=O)[O-])c(Sc2nc3ccc([N+](=O)[O-])cc3[nH]2)n1Cc1ccccc1	-2	-1	-15	6	12*	-0.4	1	-3	-4	-6
O=C(NC(=S)Nc1ccccc1N1CCCC1)c1ccc([N+](=O)[O-])cc1	-1	5	31*	3	6	-0.1	4	6	3	2
CCCCN(C)C(=O)CCC(=O)NNc1nc2ccccc2c2nc(C)nn12	1	-11	1	3	0	-0.4	-4	-15	8	-1
S=C(NCc1ccc(Cl)cc1)NCc1ccccn1	0	4	14	-3	-3	-0.3	-1	8	4	-2
CCCNC(=O)CSc1n[nH]c(=O)n1CCc1ccccc1	-9	10	-2	-3	0	0.2	-1	7	-5	4
CCOC(=O)C1=C(COC(=O)/C=C/c2cc(Br)ccc2F)NC(=O)NC1C (stereo not given)	-5	-5	4	-8	1	0.1	-1	1	1	2
COc1ccc(Cc2nnc(NS(=O)(=O)c3ccc(Cl)cc3)s2)cc1OC	-1	3	-27	-5	0	-1.0	7	0	-7	-3
Cn1c(=O)cc(SCC(=O)N2CCCC2)c2ccc(Cl)cc21	3	-4	9	-4	-3	-1.2	-4	-5	-5	10
CN1CCC(N(C)C(=S)NC(=O)c2cc(-c3cccc(Br)c3)nc3ccccc23)CC1	-4	1	3	-6	0	0.4	1	8	4	-7
O=C(O)c1cocc1C(=O)O	6	-1	5	-6	1	-0.1	1	6	-6	-3
Cc1ccc(NC(=O)c2cccnc2)cc1S(=O)(=O)N(C)C	-2	-1	-5	1	0	-0.1	1	-7	-3	-6
S=C(c1ccc2c(c1)OCO2)N1CCOCC1	2	6	-1	-2	0	0.8	0	0	13	-5

Continuation.
SMILES	Rev-erbA mod	ARFGAP1 inh	HGIII-sPLA2 inh	PLCb3 inh	PLC-gamma1 inh	KLK7 zymogen act	UHRF1 MBD2 ctr	ASAP1 GAP inh	Tn6 DDE FP	DDE Tn7 FP inh
Cc1ccc(C)c(C(=O)C(C)Sc2nc3nn(-c4ccccc4)c(=O)c-3c3n2CCCCC3)c1 (stereo not given)	7	5	-2	-6	0	0.6	-3	-20	10	-1
O=C(CNS(=O)(=O)c1ccc(F)c(Cl)c1)N1CCCC1	0	22	-2	-6	2	0.5	1	0	2	-6
Cc1nc(-c2ccccc2)nc2[nH]c(-c3ccccc3)cc(=O)c12	90*	2	-3	-1	-3	-3.1	-1	-1	7	2
CC1Cc2ccccc2N1S(=O)(=O)c1cccc(C(=O)NNC(=O)c2ccccc2F)c1 (stereo not given)	-2	12	-26	-11	-3	0.2	1	-1	-2	7
COc1ccc(NC(=O)CCCc2ccccc2)cc1OC	1	-10	0	-3	0	0.1	-1	-1	-4	-4
CCOC(=O)CSc1nc2c(c(=O)n1-c1ccc(OC)cc1)SCC2	-3	3	2	4	1	0.3	1	-1	-5	-9

Structures above shown as hits in HGIII-sPLA2 inh.
SMILES	Rev-erbA mod	ARFGAP1 inh	HGIII-sPLA2 inh	PLCb3 inh	PLC-gamma1 inh	KLK7 zymogen act	UHRF1 MBD2 ctr	ASAP1 GAP inh	Tn6 DDE FP	DDE Tn7 FP inh
O=C(NC(=S)Nc1ccccc1N1CCCC1)c1ccc([N+](=O)[O-])cc1	-1	5	31*	3	6	-0.1	4	6	3	2
